NCI-60 one-dose screen, 48 h, at 10 µM unless noted. Numbers give growth in % (100 = growth as untreated, 0 = no growth, -100 = all killed).
NCI/ADR-RES = NCI/ADR-RES ovarian cells; hit rate 4.4% among 81,000
OVCAR-8 = OVCAR-8 ovarian cancer | hit rate 4.4% among 81,000
OVCAR-4 = OVCAR-4 ovarian cancer cells. hit rate 3.7% among 80,000. AID 1794784
OVCAR-5 = OVCAR-5 ovarian cancer; AID 1794783; hit rate 2.9% among 82,000
OVCAR-3 = OVCAR-3 ovarian cancer; hit rate 7% among 79,000; AID 1794787
IGROV1 = IGROV1 ovarian cancer | hit rate 4.7% among 79,000
NCI-H23 = NCI-H23 lung cancer; hit rate 4% among 80,000; AID 1794731
SK-OV-3 = SK-OV-3 ovarian cancer cells. hit rate 3.2% among 80,000
NCI-H522 = NCI-H522 lung cancer; AID 1794739; hit rate 8% among 78,000
Active calls of the source: *; nt = no result given; [ ] = another dose, or the depositor's remark. Rule for the calls: active = growth percent below 10; inactive = the rest.

Keys: A = NCI/ADR-RES; B = OVCAR-8; C = OVCAR-4; D = OVCAR-5; E = OVCAR-3; F = IGROV1; G = NCI-H23; H = SK-OV-3; I = NCI-H522
1. O=C(CC(CC(=O)c1ccccc1)c1ccncc1)c1ccccc1
  A = 101 | B = 101 | C = 104 | D = 107 | E = 116 | F = 83 | G = 99 | H = 109 | I = 85

2. C=C1CC[C@H](O)C/C1=C/C=C1\CCC[C@]2(C)C([C@H](C)/C=C/[C@H](C)C(C)C)CC[C@@H]12 (some centres undefined)
  A = 107 | B = 95 | C = 55 | D = 98 | E = 113 | F = 92 | G = 97 | H = 103 | I = 86

3. O=C1CC(c2ccccc2O)Oc2ccccc21 (centres undefined)
  A = 98 | B = 95 | C = 82 | D = 121 | E = 96 | F = 69 | G = 86 | H = nt | I = 99

4. O=c1[nH][n+](-c2no[n+]([O-])c2-c2ccc(Cl)cc2)no1
  A = 106 | B = 102 | C = 101 | D = 100 | E = 102 | F = 94 | G = 100 | H = nt | I = 92

5. Nc1nc(-c2cc3ccccc3oc2=O)co1
  A = 105 | B = 93 | C = 99 | D = 112 | E = 109 | F = 99 | G = 93 | H = 85 | I = 90

6. CCOc1nc(-c2cccs2)n2nc(-c3ccco3)cc2n1
  A = 98 | B = 96 | C = 94 | D = 103 | E = 116 | F = 98 | G = 101 | H = 110 | I = 106

7. N#Cc1cccc(NC(=O)c2oc3ccccc3c2-c2cnn(-c3ccccc3)c2)c1
  A = 77[50 µM] | B = 76[50 µM] | C = 89[50 µM] | D = 84[50 µM] | E = 104[50 µM] | F = 93[50 µM] | G = 84[50 µM] | H = 78[50 µM] | I = 59[50 µM]

8. O=C(OCCCCI)c1ccccc1
  A = 102 | B = 101 | C = 101 | D = 94 | E = 104 | F = 119 | G = 103 | H = 103 | I = 93

9. O=S(=O)(Nc1cccnc1Sc1ccccc1)c1cc(Cl)ccc1Cl
  A = 106 | B = 97 | C = 94 | D = 107 | E = 104 | F = 108 | G = 97 | H = 96 | I = 102

10. CC(=O)c1ccc(N=C2N=c3ccccc3=C/C2=C\c2sc(=O)[nH]c2O)cc1
  A = 83 | B = 76 | C = 60 | D = 112 | E = 59 | F = 45 | G = 61 | H = nt | I = 69

11. COc1ccc(C(=O)/C=N/O)cc1
  A = 112 | B = 103 | C = 112 | D = 112 | E = 106 | F = 105 | G = 108 | H = 98 | I = nt

12. OCC1=CC(O)C2C=COC(OC3OC(CO)C(O)C(O)C3O)C12 (centres undefined)
  A = 101 | B = 95 | C = 108 | D = 96 | E = 117 | F = 102 | G = 94 | H = 95 | I = 93

13. COc1ccc(C2C(C(=O)Nc3cccc(OC)c3)c3ccccc3C(=O)N2C2CCCCC2)cc1 (centres undefined)
  A = 56 | B = 54 | C = 59 | D = 75 | E = 81 | F = 38 | G = 58 | H = 86 | I = 56

14. O=c1oc2ccccc2cc1-c1nn(-c2ccccc2)cc1-c1nc2ccccc2[nH]1
  A = 99 | B = 96 | C = 103 | D = 103 | E = 100 | F = 85 | G = 85 | H = 88 | I = 66

15. COc1ccc(-c2nn(-c3cccc(Cl)c3)cc2-c2cc(-c3ccc(Br)cc3)nc(=S)[nH]2)cc1
  A = 103 | B = 107 | C = 103 | D = 108 | E = 105 | F = 101 | G = 91 | H = 91 | I = 84

16. CCCCCc1ccc(S(=O)(=O)Nc2cccc(-c3csc(NC(=O)CCCCCN4CCN(CCO)CC4)n3)c2)cc1
  A = 100 | B = 97 | C = 81 | D = 92 | E = 76 | F = 85 | G = 81 | H = 97 | I = 77

17. COc1cccc(/C=N/N=C(N)N)c1
  A = 103 | B = 100 | C = 92 | D = 90 | E = 105 | F = 107 | G = 103 | H = 111 | I = 97

18. CCOC(CNCc1cc(C)c2[nH]c3ccccc3c2c1C)OCC
  A = 77 | B = 90 | C = 59 | D = 99 | E = 84 | F = 84 | G = 82 | H = 93 | I = nt

19. CC(=O)c1c(O)c(C)c(O)c2c1OC1=CC(=O)/C(=C(/C)N)C(=O)C12C (centres undefined)
  A = nt | B = 82 | C = 88 | D = 99 | E = 103 | F = 89 | G = 90 | H = 101 | I = 78

20. CCOC(=O)/C(C#N)=N/Nc1ccc(Cl)cc1
  A = 105 | B = 95 | C = 91 | D = 109 | E = 92 | F = 98 | G = 102 | H = 120 | I = 108

Full records, quoted from the list. Order of screens: NCI/ADR-RES	OVCAR-8	OVCAR-4	OVCAR-5	OVCAR-3	IGROV1	NCI-H23	SK-OV-3	NCI-H522
COc1ccc(-c2nn(-c3cccc(Cl)c3)cc2-c2cc(-c3ccc(Br)cc3)nc(=S)[nH]2)cc1 as listed: 103	107	103	108	105	101	91	91	84
O=c1oc2ccccc2cc1-c1nn(-c2ccccc2)cc1-c1nc2ccccc2[nH]1 as listed: 99	96	103	103	100	85	85	88	66

Additional entries.
Keys: A = NCI/ADR-RES; B = OVCAR-8; C = OVCAR-4; D = OVCAR-5; E = OVCAR-3; F = IGROV1; G = NCI-H23; H = SK-OV-3; I = NCI-H522
21. Cc1ccc2nc(-c3ccc(-c4nnc(SCC(=O)Nc5ccc(Br)cc5)o4)cc3)[nH]c2c1
  A = 61 | B = 20 | C = 77 | D = 92 | E = 83 | F = 91 | G = 50 | H = 72 | I = 63

22. CCOC(=O)C1=C(C)N=C2SC=C(c3ccccc3)N2[C@H]1c1cn[nH]c1-c1ccccc1
  A = 106 | B = 81 | C = 98 | D = 117 | E = 102 | F = nt | G = 95 | H = 99 | I = 86

23. CC1(C)[C@@H](O)CC[C@]2(C)[C@H]3CC[C@@H]4[C@H]5[C@H](C(=O)/C=C\c6ccc([N+](=O)[O-])cc6)CC[C@]5(O)CC[C@@]4(C)[C@]3(C)CC[C@@H]12
  A = 64 | B = 77 | C = 41 | D = 92 | E = 43 | F = 57 | G = 50 | H = 107 | I = nt

24. CC1(c2ccccc2)CCC(=O)NC1 (centres undefined)
  A = 109 | B = 100 | C = nt | D = 105 | E = 119 | F = 107 | G = 106 | H = 116 | I = 107

25. CC(C)c1ccc(C2OCC(C)(C)C(C(C)C)O2)cc1 (centres undefined)
  A = 105 | B = 100 | C = 116 | D = 103 | E = 122 | F = 102 | G = 106 | H = 122 | I = 98

26. CCOc1ccc(-c2nnc(-c3ccc(OCC)cc3)n2-c2cc(OC)c(OC)c(OC)c2)cc1
  A = 94 | B = 103 | C = 103 | D = 88 | E = 111 | F = 100 | G = 93 | H = 96 | I = 61

27. CCOC(=O)c1cnn2c(-c3ccccc3O)nc(NCc3ccccc3)nc12
  A = 66 | B = 54 | C = 19 | D = 95 | E = 80 | F = 56 | G = 82 | H = 75 | I = 70

28. COc1ccc(C2C(C#N)=C(N)N(c3ccc(F)cc3F)C3=C2C(=O)CC(C)(C)C3)cc1OC (centres undefined)
  A = 104 | B = 100 | C = 89 | D = 99 | E = 104 | F = 98 | G = 109 | H = 97 | I = 90

29. N#Cc1c(-c2ccc(Cl)cc2)cc(-c2ccc(Br)s2)[nH]c1=O
  A = 97 | B = 100 | C = 92 | D = 101 | E = 104 | F = 88 | G = 90 | H = nt | I = 85

30. O=C(Nc1ccc2c(c1)C(=O)c1ccccc1-2)c1ccccc1
  A = 70 | B = 38 | C = 16 | D = 86 | E = 80 | F = 73 | G = 95 | H = 110 | I = nt

31. CCCn1c(=O)[nH]c(N)c(C(c2cccc(OC)c2)c2c(N)[nH]c(=O)n(CCC)c2=O)c1=O
  A = 108 | B = 94 | C = 109 | D = 107 | E = 108 | F = 101 | G = 104 | H = 97 | I = 84

32. Nc1ncnc2sc(-c3ccccc3)c(-c3ccccc3)c12
  A = 85 | B = 74 | C = 83 | D = 88 | E = 94 | F = 72 | G = 86 | H = 77 | I = 74

33. CCC1(CC)C(OC)NC(Br)=C(C#N)C1(C#N)C(N)=O (centres undefined)
  A = 124 | B = 106 | C = 110 | D = 249 | E = 119 | F = -8.9* | G = 99 | H = 114 | I = 98

34. O=C(Nc1ccncn1)c1noc2ccccc12
  A = 105 | B = 101 | C = 94 | D = 102 | E = 113 | F = 110 | G = 94 | H = 101 | I = 92

35. Cc1ccc(-n2cnc3c(=O)[nH]cnc32)cc1[N+](=O)[O-]
  A = 107 | B = 106 | C = 112 | D = 100 | E = 115 | F = 119 | G = 106 | H = 108 | I = nt

36. Nc1ncnc2c1N=C(c1ccc3c(c1)OCO3)CC(c1ccc([N+](=O)[O-])cc1)N2 (centres undefined)
  A = 82 | B = 87 | C = 99 | D = 76 | E = 103 | F = 3.5* | G = 75 | H = 86 | I = 95

37. Nc1n[nH]c2cccc(C#Cc3cccc(NC(=O)c4ccc(N5CCOCC5)c(C(F)(F)F)c4)c3)c12
  A = 14 | B = 11 | C = 26 | D = 8.3* | E = 35 | F = -39* | G = 13 | H = 2.2* | I = 9.4*

38. Nc1cc(Nc2ccc(CCO)cc2)nc(N)n1
  A = 103 | B = 104 | C = 104 | D = 105 | E = 104 | F = 113 | G = 94 | H = 105 | I = 94

39. COc1ccc(Cn2cc3c(c2-c2ccc(OC)cc2)CCCc2cnoc2-3)cc1
  A = 81 | B = 101 | C = 108 | D = 99 | E = 102 | F = 87 | G = 93 | H = 101 | I = 76

40. C=CC(=O)N1CCC(Oc2cc3c(Nc4ccc(Cl)c(Cl)c4F)ncnc3cc2OC)CC1
  A = -17* | B = 18 | C = 39 | D = 25 | E = 19 | F = -45* | G = 23 | H = -37* | I = -49*

41. O=S(=O)(O)C(O)c1ccncc1 (centres undefined)
  A = 106 | B = 113 | C = 98 | D = 91 | E = 106 | F = 97 | G = 101 | H = 97 | I = 83

42. O=c1c2ccccc2n(CC(O)CN2CCCC2)c2c(Br)cccc12 (centres undefined)
  A = -15* | B = 94 | C = 108 | D = 76 | E = 106 | F = 93 | G = 131 | H = 101 | I = 101

43. CC1CCN(Cc2ccc(NC(=O)c3cc4ccc5cccnc5c4[nH]3)cc2)CC1
  A = nt | B = 34 | C = 67 | D = 52 | E = -14* | F = 47 | G = 25 | H = 13 | I = 23

44. C=C1OC(=O)C(=O)N1CC(=O)O
  A = 91 | B = 113 | C = 123 | D = 99 | E = 94 | F = nt | G = 101 | H = 113 | I = 94

45. O=C(NO)/C(CC(=O)c1ccc(O)cc1)=N\O
  A = 109 | B = 118 | C = 112 | D = 105 | E = 124 | F = 113 | G = 106 | H = 126 | I = 107

46. Cc1ccc(NC(=O)Cn2cc(CSc3nnc4oc5ccccc5n34)nn2)cc1
  A = 74 | B = 51 | C = 91 | D = 100 | E = 95 | F = 85 | G = 82 | H = 71 | I = 83

47. Cc1nc2ccccc2nc1NNC(=O)Nc1cccc(Cl)c1
  A = 71 | B = 84 | C = 54 | D = 94 | E = 94 | F = 80 | G = nt | H = 99 | I = 74

48. O=C(CSc1nnc2n3c(nn12)SCC(c1ccccc1)=N3)c1ccccc1
  A = 101 | B = 108 | C = 108 | D = 112 | E = 114 | F = 106 | G = 103 | H = 112 | I = 96

49. Cc1nc2ccccc2nc1CC(O)(c1ccccc1)c1ccccc1
  A = 97 | B = 99 | C = 101 | D = 98 | E = 106 | F = 109 | G = 95 | H = 116 | I = 100

50. O=C(CN1CCOCC1)Nc1ccc2ncnc(Nc3ccc(OCc4cccc(F)c4)c(Cl)c3)c2c1
  A = 45 | B = 63 | C = 72 | D = 69 | E = 58 | F = 23 | G = 90 | H = 6.9* | I = 25

Five entries from above in a different format:
Values run as follows: NCI/ADR-RES	OVCAR-8	OVCAR-4	OVCAR-5	OVCAR-3	IGROV1	NCI-H23	SK-OV-3	NCI-H522
41. O=S(=O)(O)C(O)c1ccncc1 (centres undefined)
  106	113	98	91	106	97	101	97	83
42. O=c1c2ccccc2n(CC(O)CN2CCCC2)c2c(Br)cccc12 (centres undefined)
  -15*	94	108	76	106	93	131	101	101
43. CC1CCN(Cc2ccc(NC(=O)c3cc4ccc5cccnc5c4[nH]3)cc2)CC1
  nt	34	67	52	-14*	47	25	13	23
44. C=C1OC(=O)C(=O)N1CC(=O)O
  91	113	123	99	94	nt	101	113	94
45. O=C(NO)/C(CC(=O)c1ccc(O)cc1)=N\O
  109	118	112	105	124	113	106	126	107

The results go on:
Keys: A = NCI/ADR-RES; B = OVCAR-8; C = OVCAR-4; D = OVCAR-5; E = OVCAR-3; F = IGROV1; G = NCI-H23; H = SK-OV-3; I = NCI-H522
51. O=C1Nc2ccccc2/C1=C/c1cccn1CCCCCn1c2ccccc2c(=O)c2ccccc21
  A = 61 | B = 46 | C = 57 | D = 83 | E = 71 | F = 73 | G = 70 | H = 90 | I = 66

52. CSc1nc(=S)c2[nH]c(=S)[nH]c2[nH]1
  A = 96 | B = 97 | C = 108 | D = 106 | E = 110 | F = 90 | G = 99 | H = 99 | I = 87

53. COc1cc(NCC(=O)Nc2cc(Nc3cccc(Cl)c3F)ncn2)c(Cl)c(OC)c1Cl
  A = 97 | B = 94 | C = 79 | D = 94 | E = 89 | F = 83 | G = 88 | H = 88 | I = 75

54. O=c1nc2s/c(=C\c3cccc(Cl)c3Cl)c(=O)n2c2nc(-c3ccccc3)c(-c3ccccc3)nc12
  A = 103 | B = 100 | C = 101 | D = 100 | E = 113 | F = 97 | G = 99 | H = 109 | I = 86

55. CNCC[C@@H](Oc1ccccc1)c1ccccc1
  A = 105 | B = 100 | C = 101 | D = 115 | E = 110 | F = 106 | G = 100 | H = 109 | I = 103

56. CC(OC(=O)c1ccccc1C(=O)O)c1ccccc1 (centres undefined)
  A = 92 | B = 103 | C = 98 | D = 106 | E = 100 | F = 101 | G = 103 | H = 98 | I = 103

57. COc1ccc2cc(C(C)c3n[nH]c(=S)n3C3CCCCC3)ccc2c1 (centres undefined)
  A = 87 | B = 88 | C = 95 | D = 120 | E = 109 | F = 98 | G = 87 | H = 108 | I = nt

58. [O-][n+]1ccc2ccccc2c1
  A = 108 | B = 95 | C = 103 | D = 108 | E = 119 | F = 119 | G = 112 | H = 105 | I = 103

59. N#CC1CC2C=CC1CC2 (centres undefined)
  A = 105 | B = 112 | C = 116 | D = 110 | E = 106 | F = 113 | G = 99 | H = 108 | I = 88

Compound activity as filed in PubChem BioAssay.

Compounds as they come, and some 11% of all compounds hit somewhere here.
